Assay outcomes (PubChem BioAssay)
M. tuberculosis GlmU = inhibition of mycobacterial GlmU enzyme – biochemical, glucosamine-1-phosphate acetyltransferase (AID 1376); inhibition, %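 (tested at 30 µM in the primary screen)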; hits with a dose series show IC50 in µM; 220,000 tested, 0.25% active; M. tuberculosis GlmU acetyltransferase enzyme assay; higher % means a stronger effect; in the data active means inhibition above about 13%;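 further: 0% = complete reaction with vehicle and 100% = reaction without substrate; strong numbers were not always called active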
RmlCD inh 1536 = M. tuberculosis RmlC/RmlD inhibition | P9WH09+P9WH11 | RmlC+RmlD coupled enzyme assay, percent inhibition; primary screen in compound mixtures | inhibition, % at 3.6 µM | 160,000 tested, 0.03% active; in the data active means inhibition mostly above about 34%, no sharp cut-off; further: some results filed as inactive read as strong as hits
Target sequence (P9WH09 whole entry, looked up): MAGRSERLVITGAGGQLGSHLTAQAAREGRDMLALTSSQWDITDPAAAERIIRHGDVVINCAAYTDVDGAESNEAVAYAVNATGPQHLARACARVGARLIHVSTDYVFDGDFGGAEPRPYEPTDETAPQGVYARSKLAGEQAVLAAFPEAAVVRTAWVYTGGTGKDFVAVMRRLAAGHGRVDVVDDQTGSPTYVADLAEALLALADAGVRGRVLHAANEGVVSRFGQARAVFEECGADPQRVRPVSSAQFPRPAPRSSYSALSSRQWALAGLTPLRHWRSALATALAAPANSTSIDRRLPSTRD
Target sequence (P9WH11 whole entry, looked up): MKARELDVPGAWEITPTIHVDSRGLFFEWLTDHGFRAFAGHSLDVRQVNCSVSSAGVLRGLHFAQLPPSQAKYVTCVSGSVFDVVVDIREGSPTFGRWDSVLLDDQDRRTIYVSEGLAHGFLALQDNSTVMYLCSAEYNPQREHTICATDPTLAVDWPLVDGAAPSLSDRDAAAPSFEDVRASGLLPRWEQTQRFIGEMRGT
* = called active by the depositor; · = no result given.

Values in the order – M. tuberculosis GlmU	RmlCD inh 1536
> CC1CN(CC(O)COC2CCC(C(C)(C)C)CC2)CC(C)O1 (stereo unspecified)
 : -7.6%	-0.3
> Cc1ccsc1/C=N/Nc1nc2ccccc2s1
 : -3.6%	-7.0
> C=CCN=C1SCC(=O)N1S(=O)(=O)c1ccccc1
 : 6.6%	-5.8
> CC(C)(C)Nc1nc(Cl)nc(NCCN2CCOCC2)n1
 : -0.1%	-1.9
> COc1ccc(-c2nc(CN3CCN(c4ncnc5ccccc45)CC3)c(C)o2)c(OC)c1
 : 7.0%	1.2
> C=CCNC(=S)N1CCOCC1
 : -3.4%	-14.5
> CCOP(=O)(OCC)C(NC(=O)c1cccc(C)c1)C(Cl)(Cl)Cl (stereo unspecified)
 : 3.2%	-4.6
> Cc1nnc(SCc2nc3sc4c(c3c(=O)[nH]2)CCCC4)n(N)c1=O
 : 4.8%	3.0
> COc1cc(-c2cc(-c3ccccc3)nc(SCC(=O)Nc3nccs3)c2C#N)cc(OC)c1OC
 : 0.7%	2.1
> COc1cccc(N2CCN(CC(=O)c3c(C)[nH]c4ccccc34)CC2)c1
 : 2.9%	14.1
> COc1ccc(-c2cc(C(F)(F)F)nc(SCC(=O)NCc3cnn(C)c3C)n2)cc1OC
 : -1.7%	·
> COC(=O)c1c(NC(=O)C2C3CCC(C3)C2C(=O)O)sc2c1CCCCC2 (stereo unspecified)
 : 5.1%	-11.1
> Cc1ccc(CN2CCSc3ccc(C(=O)NC4CCN(Cc5ccccc5)CC4)cc32)cc1
 : -1.7%	-15.0
> COc1ccc(N2CC(C(=O)Nc3ccc4c(c3)OCO4)CC2=O)cc1 (stereo unspecified)
 : -2.4%	-10.6
> CCOc1ccc(-n2c(-c3ccc(Cl)cc3)c[n+]3c2SCC3)cc1
 : 5.0%	4.3
> C=C(C)Cn1c(N2CCC(Cc3ccccc3)CC2)nc2c1c(=O)[nH]c(=O)n2C
 : -7.8%	2.9
> Cc1cc(C)nc(Sc2c(F)c(F)c(C(F)(F)F)c(F)c2F)n1
 : 4.8%	11.7
> O=C(COC(=O)c1ccccc1NC(=O)c1ccco1)Nc1ccc2c(c1)OC(F)(F)O2
 : 0.1%	8.8
> COC(=O)c1ccccc1OCCCCN1CC(C)OC(C)C1 (stereo unspecified)
 : -5.4%	6.3
> NC(=S)n1[nH]c(-c2ccc([N+](=O)[O-])cc2)c(N=Nc2cccc([N+](=O)[O-])c2)c1=O
 : 0.1%	2.6
> N#CC(c1nc2ccccc2nc1N1CCCC1)S(=O)(=O)c1cccs1 (stereo unspecified)
 : 6.2%	4.2
> O=C1CSC(c2ccc([N+](=O)[O-])cc2)N1C1CCCCC1 (stereo unspecified)
 : 3.5%	-2.4
> Oc1ccc(C=NC2CCCCC2)cc1
 : 1.3%	-7.3
> O=C(Nc1nc(-c2ccc(Cl)s2)cs1)c1ccco1
 : -2.8%	·
> O=C(c1cccn2c(=O)c3ccc(Cl)cc3nc12)N1CCC2(CC1)OCCO2
 : ·	-6.6
> O=C1c2cccc3c(N4CCCCC4)ccc(c23)C(=O)N1c1ccc(O)cc1
 : -0.1%	11.9
> Cc1cc(-c2nnc(SCC(=O)c3ccc(Cl)cc3)o2)no1
 : -3.6%	·
> O=C(NC1CCCCC1)C(c1ccc(F)cc1)N(Cc1cccs1)C(=O)CN1C(=O)c2ccccc2S1(=O)=O (stereo unspecified)
 : 0.9%	·
> O=C(O)/C=C/C(=O)N(CC1CCCO1)C1CC(=O)N(c2c(Cl)cccc2Cl)C1=O (stereo unspecified)
 : -0.3%	54.9
> C/C(=N/OCO/N=C(\C)c1ccccc1F)c1ccccc1F
 : 4.0%	1.7
> O=C(Nc1ncccc1Cl)C(Sc1ccccc1)c1ccccc1 (stereo unspecified)
 : 0.1%	0.2
> O=S(=O)(c1ccc2c(c1)OCCCO2)N1CCNCC1
 : -3.2%	·
> O=C1NC(c2ccccc2Cl)Nc2ccccc21 (stereo unspecified)
 : 1.4%	-2.0
> COC(=O)Cc1c(C)c2c(OCc3nn[nH]n3)cc(C)cc2oc1=O
 : 2.5%	-5.3
> CCOC(=O)c1cc(CC)sc1N1C(=O)CC(Sc2ccccc2C(=O)O)C1=O (stereo unspecified)
 : -2.3%	4.9
> FC(F)(F)c1nnc2ccc(NCc3ccccc3)nn12
 : 2.4%	-4.2
> CCOc1ccccc1C1C(C(N)=O)=C(C)Nc2nc(-c3cccc(C)c3)nn21 (stereo unspecified)
 : 2.8%	3.7
> Cc1ccsc1/C=C1/NC(=O)N(Cc2ccc(F)cc2)C1=O
 : 2.7%	-0.7
> CC(C)OCCCNC(=O)C(=O)N/N=C/c1ccc(OCc2ccccc2)cc1
 : -0.9%	-9.3
> Cc1ccc(NC(=O)CSc2ncccc2C(=O)Oc2cccc([N+](=O)[O-])c2)cc1Cl
 : -7.5%	-4.0
> CC(NS(C)(=O)=O)C(c1cccs1)N1CCN(c2ccccc2)CC1 (stereo unspecified)
 : -8.1%	·
> Cc1ccc2nc(/C(C#N)=C/c3cn[nH]c3-c3ccc(F)cc3)[nH]c2c1
 : -1.0%	·
> Cc1ccc(S(=O)(=O)N[C@@H](CCCCN)C(=O)CCl)cc1
 : 0.5%	·
> CS(=O)(=O)N1CCN(c2ccc([N+](=O)[O-])cc2F)CC1
 : 2.0%	8.8
> CCOC(=O)c1cc(-c2ccc(N)cc2)sc1N
 : 4.0%	15.7

Among those listed so far, these contain an aryl methoxy group.
Values in the order – M. tuberculosis GlmU	RmlCD inh 1536
> COc1ccc(-c2nc(CN3CCN(c4ncnc5ccccc45)CC3)c(C)o2)c(OC)c1
 : 7.0%	1.2
> COc1cc(-c2cc(-c3ccccc3)nc(SCC(=O)Nc3nccs3)c2C#N)cc(OC)c1OC
 : 0.7%	2.1
> COc1cccc(N2CCN(CC(=O)c3c(C)[nH]c4ccccc34)CC2)c1
 : 2.9%	14.1
> COc1ccc(-c2cc(C(F)(F)F)nc(SCC(=O)NCc3cnn(C)c3C)n2)cc1OC
 : -1.7%	·
> COc1ccc(N2CC(C(=O)Nc3ccc4c(c3)OCO4)CC2=O)cc1 (stereo unspecified)
 : -2.4%	-10.6

The list continues:
Values in the order – M. tuberculosis GlmU	RmlCD inh 1536
> Cc1ccc(S(=O)(=O)N(Cc2ccc(Cl)cc2)c2ccccc2C(=O)NCc2ccco2)cc1
 : 2.5%	17.4
> CCC(=O)Nc1nc2c(OC)ccc(OC)c2s1
 : 3.4%	7.0
> CC1=NCCN1S(=O)(=O)c1ccc(Br)c(C)c1
 : -8.1%	9.1
> CCOC(=O)C1(Cc2cccc(F)c2)CCN(C(=O)C2CCC2)CC1
 : 2.8%	65.4
> CN(C)CCc1nn[nH]n1
 : -3.3%	·
> COc1ccc(CCNC(=O)COC(=O)c2ccc(N3CCCC3=O)cc2)cc1
 : -4.1%	-13.8
> Cc1cc2nc(CS(=O)(=O)c3ccccc3)cc(=O)n2[nH]1
 : 1.8%	-2.4
> CN(C)/C=N/S(=O)(=O)c1cccn1-c1ncc(C(F)(F)F)cc1Cl
 : 2.0%	3.5
> O=C(CCC(=O)NNc1nc2ccccc2c2nc(-c3ccccc3)nn12)NCCCN1CCCC1=O
 : 0.9%	-2.0
> COc1ccc(OCCC(=O)OCC(=O)Nc2cccc(Br)c2)cc1
 : -2.4%	17.9
> Cc1c(C=O)c2ccccc2n1CC(=O)O
 : 4.0%	34.0
> COc1ccc(-n2c(SCC(=O)Nc3ccc4c(c3)OCO4)nnc2C(C)N2CCCCC2)cc1 (stereo unspecified)
 : -0.2%	·
> O=C(/C=C/c1cc2c(cc1Br)OCO2)NCc1ccc(F)cc1
 : 4.2%	14.5
> COCCOC(=O)c1c(C)oc2ccc(NS(=O)(=O)c3cccs3)cc12
 : 5.6%	4.1
> CSc1oc(-c2ccc(F)cc2)nc1S(=O)(=O)c1ccc(F)cc1
 : 4.9%	12.2
> CCn1c(O)c(N=Nc2cccc(S(=O)(=O)N3CCOCC3)c2)c(=O)n(CC)c1=S
 : -1.8%	26.1
> COC(=O)c1ccc(CN2C(=O)NC3(CCCCC3C)C2=O)o1 (stereo unspecified)
 : 0.0%	-7.8
> CNC(=O)c1cc2ccccc2o1
 : 1.2%	-16.9
> Nc1ncnc2c1ncn2Cc1ccccc1
 : 6.1%	-11.9
> S=C(Nc1cccc(Br)c1)c1ccccc1
 : 0.1%	1.2
> CCC(=O)N(Cc1cccs1)C1CCOC(C)(C)C1 (stereo unspecified)
 : 4.8%	5.4
> O=C1C2ON(c3ccccc3)C(c3ccccn3)C2C(=O)N1c1ccc(Br)cc1 (stereo unspecified)
 : 3.1%	-2.2
> O=C(Nc1ccccc1)C1=C[C@@H](c2ccc3c(c2)OCO3)C[C@@H](OCCCCO)O1
 : -4.8%	·
> Cn1c(SCC(=O)c2ccccc2)nc2cccnc21
 : 3.8%	12.2
> O=C(NNC(=O)c1c(F)cccc1F)c1sccc1-n1cccc1
 : -5.6%	5.1
> C=CCN1C(=O)C(O)(CC(=O)c2ccccn2)c2ccccc21 (stereo unspecified)
 : 0.9%	-20.3
> O=C(COc1ccccc1)Nc1ccncc1
 : -2.4%	-7.0
> NS(=O)(=O)c1cccc(NC(=O)COC(=O)c2cc(Cl)ccc2[N+](=O)[O-])c1
 : 3.6%	·
> Cc1ccc2c(c1)N(CC(=O)NCc1cccnc1)C(=O)CO2
 : 3.8%	·
> CC(C)c1nnc(NC(=O)CCC(=O)NC2CCCc3ccccc32)s1 (stereo unspecified)
 : 0.4%	7.4
> O=[N+]([O-])c1c(N2CCN(CCO)CC2)nc2ccccn12
 : 15.2%*	-2.6
> CC(=O)C1=C(NC(=O)c2ccc(C(F)(F)F)cc2)C[C@@H]2[C@H]1C2(C)C
 : -0.9%	·
> CCc1ccc(C(=O)COC(=O)c2nn(C)c(=O)c3ccccc23)cc1
 : 6.6%	5.5
> Cn1nc(C(F)(F)F)cc1Oc1ncc(C(F)(F)F)cc1Cl
 : -0.9%	-38.0
> O=C(NNC(=O)C1CC=CCC1C(=O)O)c1ccc(Cl)cc1 (stereo unspecified)
 : 0.3%	·
> O=C(COc1ccc([N+](=O)[O-])cc1)NCc1ccccc1
 : -5.8%	·
> CCOC(=O)c1c(Cl)c(C)nn1-c1nc(OC)cc(OC)n1
 : 8.2%	·
> O=C(NCCC1=CCCCC1)c1cc2c(s1)CS(=O)(=O)C2
 : -5.4%	·
> CC(NC(=O)COc1ccc([N+](=O)[O-])cc1)c1ccccc1 (stereo unspecified)
 : -2.8%	·
> c1ccc(OCc2nn3c(-c4ccco4)nnc3s2)cc1
 : -1.1%	·
> CC(=O)c1ccc(C(=O)N2CCc3c([nH]c4ccccc34)C2c2ccccn2)s1 (stereo unspecified)
 : 7.8%	·
> CCCCNCCOCCSc1ccc(Cl)cc1
 : -0.5%	·
> Cn1c(=O)cc(SCC(=O)NCCC2=CCCCC2)c2ccc(Cl)cc21
 : -2.5%	·
> Cc1ccccc1Cn1cnc2c([N+](=O)[O-])c(C)c(C)cc21
 : 0.1%	81.4
> CC(C)CCN1CCN(C2CCN(c3ccc4c(c3)OCO4)CC2)CC1CCO (stereo unspecified)
 : -3.8%	·
> O=C(NC(=S)N1CCN(c2ccc(F)cc2)CC1)C12CC3CC(CC(C3)C1)C2
 : 8.8%	9.5
> Cc1ccc(-c2n[nH]c(=S)n2/N=C/c2cccs2)cc1
 : 4.5%	11.5
> O=C(Nc1ccc(F)cc1)c1cccnc1N1CCCCC1
 : -0.8%	-4.5
> CCOc1ccc(NC(=S)N(CCN2CCOCC2)Cc2ccc3c(c2)CCCN3CC)cc1
 : 0.6%	-3.5
> C=CCNC(=S)NNC(=O)c1ccc(Br)o1
 : 1.7%	2.7
> CCCOc1ccc(N2CC(C(=O)Nc3ccccn3)CC2=O)cc1 (stereo unspecified)
 : -0.5%	0.2
> COc1cc(S(=O)(=O)Nc2ccc(C)cc2)ccc1NC(=O)c1ccncc1
 : 0.1%	6.5
> COc1ccc(C(=O)CCN2CCN(c3ccccc3F)CC2)cc1
 : 6.5%	-10.5
> CCOC(=O)C1CN(S(=O)(=O)c2ccc(C)cc2)CCN1S(=O)(=O)c1ccc(C)cc1 (stereo unspecified)
 : -4.0%	-37.4
> CCN(CC(=O)NCc1cccs1)C(=O)c1cc(S(=O)(=O)N2CCOCC2)ccc1C
 : 1.9%	-18.6
> Nc1ccnn1Cc1ccc(Br)s1
 : -3.4%	4.9
> N#C/C(=C\Nc1ccc2cn[nH]c2c1)c1nc(-c2ccccc2)cs1
 : -5.0%	-7.8
> COC(=O)COc1ccc(=O)n(-c2ccccc2)n1
 : -8.3%	-10.6
> Oc1ccc(Cl)cc1CNCC1CCCO1 (stereo unspecified)
 : -0.6%	·
> Cc1ccc(-n2c(CNc3ccc(F)cc3)nnc2SCC(=O)N2CCCC2)cc1
 : 0.3%	-4.8

(further entries)
Values in the order – M. tuberculosis GlmU	RmlCD inh 1536
> N#Cc1nc(Cl)c(Cl)c(NN)c1Cl
 : 3.8%	-11.8
> Cn1nc(-c2ccc(Cl)cc2)cc1NC(=O)Nc1ccccc1
 : 1.9%	7.7
> CCOC(=O)C1=C(C)N(c2nonc2NC(C)=O)C(N)=C(C#N)C1c1ccccc1F (stereo unspecified)
 : -1.9%	13.2
> O=C(NCC(=O)N(c1cccnc1)C(C(=O)NC1CCCC1)c1cccs1)c1cccs1 (stereo unspecified)
 : -0.3%	7.9
> Cc1cc(N2CCCC2)nc2ccc(NC(=S)NCCCN3CCC(C)CC3)cc12
 : -5.6%	-7.5
> COc1cccc(-c2n[nH]c3c2CCC3)c1
 : -5.6%	21.5
> C[C@@H]1[C@@H](Sc2ccccc2)CC(=O)O[C@@H]1c1ccc(-c2ccccc2)cc1
 : 0.9%	·
> Cc1cc(C)nc(NC(=NCCc2c[nH]c3ccccc23)NC(=O)Nc2ccc(Cl)cc2)n1
 : 0.2%	-4.7
> CC(=O)Nc1ccc(SCC(=O)c2cc(C)n(-c3ccccc3F)c2C)cc1
 : 1.3%	-3.9
> CC(=O)NCCSCCNC(C)=O
 : -4.4%	·
> NC(=O)C1CC=CCC1C(=O)OCC(Cl)=C(Cl)Cl (stereo unspecified)
 : -2.5%	2.3

An excerpt; the hit share may differ from the screen's.
